SKBR3 24h inh = SK-BR-3 proliferation inhibitors; SK-BR-3 viability, CellTiter-Glo ATP luminescence, 24 h; hits give low values; viability, % at 10 µM; 41,000 compounds, 0.47% hits;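 active = viability at or below the median of all test compounds minus 3 SD, in both replicates if run twice, cut at about 45% in these data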;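 also: 100% = median untreated cell wells and 0% = median positive control drug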
* = called active by the depositor. Only part of the results is shown; rates above refer to the full screens.

What do the screens show for `Cc1cccc(-n2ncc3c(N4CCc5ccccc54)ncnc32)c1`?
SKBR3 24h inh: 63

How did c1ccc2c(-c3nc(-c4ccncc4)no3)cccc2c1 do in these assays?
SKBR3 24h inh: 95

Results for CC1CCN(C(=O)Cn2c(SCC(=O)Nc3nccs3)nc3ccccc32)CC1 ?
SKBR3 24h inh: 76

What do the screens show for `O=C(Nc1ccc(N2CCOCC2)cc1)c1cnsn1`?
SKBR3 24h inh: 89

How did O=c1ccc2cc(S(=O)(=O)Nc3ccc(F)cc3)ccc2o1 do in these assays?
SKBR3 24h inh: 94

What do the screens show for `COc1ccc(NC(=O)CSc2nnc(CNC(=O)COc3ccc(Cl)cc3)o2)c(OC)c1`?
SKBR3 24h inh: 92

How did CCCCOC(=O)Cn1c(=O)c2c(nc(Br)n2Cc2ccccc2)n(C)c1=O do in these assays?
SKBR3 24h inh: 83

Results for N#CC1=C(N)Oc2c(sc3ccccc23)C1c1ccco1 (stereo not drawn) ?
SKBR3 24h inh: 95

Results for O=C(COC(=O)c1cc[n+]([O-])cc1)Nc1ccc2c(c1)OCCO2 ?
SKBR3 24h inh: 92

Results for COc1cccc(NC(=O)C2CCCN2C(=O)Nc2cccc(F)c2)c1 (stereo not drawn) ?
SKBR3 24h inh: 99

How did O=C(Cc1cccs1)Nc1nnc(SCC(=O)NC2CCCCC2)s1 do in these assays?
SKBR3 24h inh: 102

Results for COCCn1c(Cc2ccccc2)nnc1SCC(=O)N(C)C ?
SKBR3 24h inh: 131

Results for Cc1cc2ncc(C(=O)Nc3ccccc3)c(C)n2n1 ?
SKBR3 24h inh: 92

Results for O=C(CCn1cnc2ccccc2c1=O)Nc1ccc(S(=O)(=O)N2CCCCC2)cc1 ?
SKBR3 24h inh: 87

Results for COc1ccc(OC)c(C2=Nn3c(nnc3-c3ccncc3)SC2)c1 ?
SKBR3 24h inh: 89

What do the screens show for `CC(C)(NO)/C(=N/O)c1cccs1`?
SKBR3 24h inh: 96

How did Cc1ccc2c(c1)cc(CN(Cc1ccco1)S(=O)(=O)c1ccccc1)c1nnnn12 do in these assays?
SKBR3 24h inh: 87

Results for O=C(NCc1ccccc1)C(c1cccs1)N(C(=O)c1csnn1)C1CC1 (stereo not drawn) ?
SKBR3 24h inh: 115

Results for CC1NC(=O)NC1CCCCCC(=O)NCCc1ccccc1 (stereo not drawn) ?
SKBR3 24h inh: 91

How did O=C(Nc1ccccc1N1CCN(c2ccc(F)cc2)CC1)C1CCCCC1 do in these assays?
SKBR3 24h inh: 84

Results for CC(=O)N(CN1C(=O)C2CC=CCC2C1=O)c1cccc(Cl)c1 (stereo not drawn) ?
SKBR3 24h inh: 102

What do the screens show for `COC(=O)c1cn(NC(=O)C2CCCCC2)c(=O)c2ccccc12`?
SKBR3 24h inh: 113

What do the screens show for `COCCCNC(=O)c1c(F)c(F)c(F)c(F)c1F`?
SKBR3 24h inh: 79

How did COc1ccc(-c2nnc(SCc3nnc(-c4ccccc4)o3)n2C)cc1OC do in these assays?
SKBR3 24h inh: 109

A portion of the results above, for reference:
Results for COc1ccc(OC)c(C2=Nn3c(nnc3-c3ccncc3)SC2)c1 ?
SKBR3 24h inh: 89

What do the screens show for `CC(C)(NO)/C(=N/O)c1cccs1`?
SKBR3 24h inh: 96

Further records:
Results for O=C(c1ccccc1F)N(Cc1ccccc1)C1CCS(=O)(=O)C1 (stereo not drawn) ?
SKBR3 24h inh: 89

Results for Cc1cccc(NC(=O)c2cc(N3CCOCC3)nc3ccccc23)c1 ?
SKBR3 24h inh: 98

How did CS(=O)(=O)N(CC(=O)NCc1ccccn1)Cc1ccc(Cl)cc1 do in these assays?
SKBR3 24h inh: 112

What do the screens show for `COc1ccc(S(=O)(=O)N2CCCC(C(=O)NCc3ccccn3)C2)cc1` (stereo not drawn)?
SKBR3 24h inh: 83

How did COc1ccc(OCC(O)Cn2c(=N)n(Cc3ccccc3)c3ccccc32)cc1 (stereo not drawn) do in these assays?
SKBR3 24h inh: 97

What do the screens show for `c1ccc(-c2noc(-c3cccs3)n2)nc1`?
SKBR3 24h inh: 109

Results for COC(=O)c1c(NC(=O)CN2CCCC(C)C2)c2c(C)cccc2n1C (stereo not drawn) ?
SKBR3 24h inh: 74

Results for Cc1cc(Cl)ccc1OCC(=O)OC(C)C(=O)N(C)C (stereo not drawn) ?
SKBR3 24h inh: 122

How did CCOC(=O)COc1nc(C)c(Br)c(OC)n1 do in these assays?
SKBR3 24h inh: 108

What do the screens show for `Cc1cc2cc(CN(Cc3ccc4c(c3)OCO4)C(=O)c3ccco3)c(=O)[nH]c2cc1C`?
SKBR3 24h inh: 114

How did COc1cc2c(cc1OC)-c1nnnn1C(C)(C)C2 do in these assays?
SKBR3 24h inh: 90

Results for CCOc1ccc(C2c3c(oc4ccccc4c3=O)C(=O)N2CCCN2CCOCC2)cc1 (stereo not drawn) ?
SKBR3 24h inh: 91

How did COCCN1C(=O)C(=O)/C(=C(/O)c2ccc(OC(C)C)cc2)C1c1cccnc1 (stereo not drawn) do in these assays?
SKBR3 24h inh: 128

Results for COc1ccccc1C1CC(=O)NC(C)=C1C(=O)OCC1CCCO1 (stereo not drawn) ?
SKBR3 24h inh: 111

What do the screens show for `Cc1ccc(NC(=O)CSc2nnc(-c3ccncc3)n2C)cc1C`?
SKBR3 24h inh: 101

Results for Cc1nnc(SCc2cccc(Oc3ccccc3)c2)n1N ?
SKBR3 24h inh: 94

Results for Brc1ccc(OCCOCCN2CCOCC2)cc1 ?
SKBR3 24h inh: 87

What do the screens show for `COc1ccc(-c2n[nH]c(C)c2-c2cnn(-c3ccccc3)c2)c(O)c1`?
SKBR3 24h inh: 102

What do the screens show for `CCCCN1CC(COc2ccccc2)OC1=O` (stereo not drawn)?
SKBR3 24h inh: 80

How did O=C(COc1ccc(S(=O)(=O)N2CCCC2)cc1Cl)N1CCN(c2ccccc2)CC1 do in these assays?
SKBR3 24h inh: 90

Results for COc1cc2c(cc1OC)C(c1ccsc1)CC(=O)N2 (stereo not drawn) ?
SKBR3 24h inh: 90

How did COc1ccccc1NC(=O)CCC(=O)Nc1ccccc1OC do in these assays?
SKBR3 24h inh: 103

What do the screens show for `CCc1nc2sc3c(c2c(=O)o1)CCCC3`?
SKBR3 24h inh: 83

How did CC(C)c1nc2oc3c(NCc4ccccn4)ncnc3c2c2c1COC(C)(C)C2 do in these assays?
SKBR3 24h inh: 100

How did COc1ccc(CCNC(=O)CSc2cc(=O)[nH]c(N)n2)cc1OC do in these assays?
SKBR3 24h inh: 53

How did CCc1cc2c(NCCO)ncnc2s1 do in these assays?
SKBR3 24h inh: 91

Results for COc1ccc(C2CC(=O)c3cnc(N4CCN(Cc5ccccc5)CC4)nc3C2)cc1 (stereo not drawn) ?
SKBR3 24h inh: 78

Results for Cc1ccc(-c2nnc(N3CCCCC3)c3ccccc23)cc1S(=O)(=O)N1CCN(C)CC1 ?
SKBR3 24h inh: 74

What do the screens show for `O=C(Cn1c(NCCCO)nc2ccccc21)c1ccc(Br)cc1`?
SKBR3 24h inh: 70

How did COc1cccc2cc(C(=O)n3ccc(C)n3)c(=O)oc12 do in these assays?
SKBR3 24h inh: 97

What do the screens show for `O=C(O)C1CCCN1S(=O)(=O)c1ccc(Cl)c(Cl)c1` (stereo not drawn)?
SKBR3 24h inh: 87

How did Cc1ccc(C)c(Cn2nnc3c(=O)[nH]c(C4CCCN(C(=O)C5CCC5)C4)nc32)c1 (stereo not drawn) do in these assays?
SKBR3 24h inh: 90

Results for OCc1nc2ccccc2n1CCCOc1ccc(Br)cc1 ?
SKBR3 24h inh: 91

What do the screens show for `Cc1ccc(Cc2c(C)nc3nc(SCC(=O)NCc4ccco4)nn3c2C)cc1`?
SKBR3 24h inh: 99

How did NS(=O)(=O)c1ccc(NC(=O)c2ccccc2C(=O)N2CCCCC2)cc1 do in these assays?
SKBR3 24h inh: 80

How did CC(C)c1c(O)nc(SCCN(C)C)[nH]c1=O do in these assays?
SKBR3 24h inh: 92

How did COC(=O)c1cccc(NC(=O)CSc2ncn[nH]2)c1 do in these assays?
SKBR3 24h inh: 118

Results for COc1ccc(CCNS(=O)(=O)c2cccc(S(=O)(=O)N3CCCC3)c2)cc1OC ?
SKBR3 24h inh: 98

How did Cc1ccc2[nH]c(=O)c(CN(Cc3ccccc3)Cc3nnnn3C3CCCC3)cc2c1 do in these assays?
SKBR3 24h inh: 91

How did CCOc1ccc(N2CCn3c2nc2c3c(=O)n(CCc3ccccc3)c(=O)n2C)cc1 do in these assays?
SKBR3 24h inh: 79

What do the screens show for `Fc1ccc(C(c2ccc(F)cc2)N2CCN(C/C=C/c3ccccc3)CC2)cc1`?
SKBR3 24h inh: 109

What do the screens show for `C(=NC12CN3CN(CN(C3)C1)C2)c1ccc2c(c1)OCO2`?
SKBR3 24h inh: 95

How did O=C(O)c1cccc(-n2cccc2/C=N/O)c1 do in these assays?
SKBR3 24h inh: 81

Results for CCc1ccc(OCC(=O)Nc2ncc3c(n2)CC(C)(C)CC3=O)cc1 ?
SKBR3 24h inh: 87

What do the screens show for `COc1ccc(-c2cc(C(=O)NCc3cccnc3)no2)cc1`?
SKBR3 24h inh: 85

What do the screens show for `COc1ccc(NC(=O)C2CCN(C(=O)c3ccccc3)CC2)c(OC)c1`?
SKBR3 24h inh: 95

Results for CCOc1cc(C2C(C#N)=C(N)SC(N)=C2C#N)ccc1OCCN1CCOCC1 ?
SKBR3 24h inh: 87

Results for CC1CCCC(C)N1C(=O)CSc1nc2ncnc(N)c2[nH]1 (stereo not drawn) ?
SKBR3 24h inh: 87

Filtered by structure: those above with fluorine.
How did O=c1ccc2cc(S(=O)(=O)Nc3ccc(F)cc3)ccc2o1 do in these assays?
SKBR3 24h inh: 94

Results for COc1cccc(NC(=O)C2CCCN2C(=O)Nc2cccc(F)c2)c1 (stereo not drawn) ?
SKBR3 24h inh: 99

How did O=C(Nc1ccccc1N1CCN(c2ccc(F)cc2)CC1)C1CCCCC1 do in these assays?
SKBR3 24h inh: 84

What do the screens show for `COCCCNC(=O)c1c(F)c(F)c(F)c(F)c1F`?
SKBR3 24h inh: 79

Results for O=C(c1ccccc1F)N(Cc1ccccc1)C1CCS(=O)(=O)C1 (stereo not drawn) ?
SKBR3 24h inh: 89

What do the screens show for `Fc1ccc(C(c2ccc(F)cc2)N2CCN(C/C=C/c3ccccc3)CC2)cc1`?
SKBR3 24h inh: 109

Further records:
Results for Cc1cc(N(C)C)c(C#N)c(N2CCCCC2)n1 ?
SKBR3 24h inh: 95

How did O=C(O)c1ccc(OCC(O)Cn2cnc3ccccc32)cc1 (stereo not drawn) do in these assays?
SKBR3 24h inh: 100

What do the screens show for `COC(=O)c1[nH]c2ccc(Cl)cc2c1NC(=O)CN1CCc2cc(OC)c(OC)cc2C1`?
SKBR3 24h inh: 102

What do the screens show for `O=C(Nc1cccc(-c2nc3cccnc3s2)c1)c1ccco1`?
SKBR3 24h inh: 98

Results for C=CCOc1nc2c(c(=O)n(Cc3ccc(Cl)c(Cl)c3)c(=O)n2C)n1C ?
SKBR3 24h inh: 108

Results for CC(C)NCc1c(O)c(Br)cc2oc3c(c12)CCCC3 ?
SKBR3 24h inh: 93

Results for COC(=O)Nc1nnc(-c2ccncc2)s1 ?
SKBR3 24h inh: 92

Results for N#CC1=C(N)C(C#N)(C#N)[C@H](c2ccsc2)[C@H]2COCC=C12 ?
SKBR3 24h inh: 113

How did COc1cc(C(=O)Nc2ccc3c(c2)OCCO3)c(-n2cnnn2)cc1OC do in these assays?
SKBR3 24h inh: 95

What do the screens show for `CCn1nnnc1SCC(=O)Nc1nnc(C(C)C)s1`?
SKBR3 24h inh: 124

How did Cn1c(CCNC(=O)c2cccs2)nnc1SCC(=O)Nc1nc(-c2ccccc2)cs1 do in these assays?
SKBR3 24h inh: 92

What do the screens show for `O=C(CSCCO)Nc1cc(C(F)(F)F)ccc1Cl`?
SKBR3 24h inh: 100

Reprinted from the part before: 4 entries, followed by the next part.
How did COc1cc(C(=O)Nc2ccc3c(c2)OCCO3)c(-n2cnnn2)cc1OC do in these assays?
SKBR3 24h inh: 95

What do the screens show for `CCn1nnnc1SCC(=O)Nc1nnc(C(C)C)s1`?
SKBR3 24h inh: 124

How did Cn1c(CCNC(=O)c2cccs2)nnc1SCC(=O)Nc1nc(-c2ccccc2)cs1 do in these assays?
SKBR3 24h inh: 92

What do the screens show for `O=C(CSCCO)Nc1cc(C(F)(F)F)ccc1Cl`?
SKBR3 24h inh: 100

Results for COc1ccc(OC)c(-c2cc(C(=O)NCCCn3ccnc3)no2)c1 ?
SKBR3 24h inh: 109

How did CCc1nnc(NC(=O)CSc2nnc(-c3ccncc3)n2Cc2ccccc2)s1 do in these assays?
SKBR3 24h inh: 107

How did C=CCn1c(SCC(=O)Nc2ccc(NC(=O)c3ccco3)c(OC)c2)nnc1-c1ccncc1 do in these assays?
SKBR3 24h inh: 132

What do the screens show for `Cc1cccc2cc(CN(CCc3ccccc3)C(=O)N3CCOCC3)c3nnnn3c12`?
SKBR3 24h inh: 87

Results for O=C(COc1ccc(Cl)cc1)NCc1nnc(SCC(=O)NCc2ccc3c(c2)OCO3)o1 ?
SKBR3 24h inh: 89

How did COc1ccc(C(c2nnnn2C2CCCCC2)N2CCN(c3ccc(OC)cc3)CC2)cc1 (stereo not drawn) do in these assays?
SKBR3 24h inh: 78

What do the screens show for `CCC(C)C(N)C(=O)NC(CCC(=O)OCc1ccccc1)C(N)=O` (stereo not drawn)?
SKBR3 24h inh: 84

What do the screens show for `Cc1ccc(C(=O)NCC2CCCO2)o1` (stereo not drawn)?
SKBR3 24h inh: 91

What do the screens show for `CCOC(=O)C1C(c2cccc(Cl)c2Cl)NC(=O)NC1(O)C(F)(F)F` (stereo not drawn)?
SKBR3 24h inh: 91

What do the screens show for `Cn1nnnc1SCc1ccc(F)cc1`?
SKBR3 24h inh: 87

Screening results as filed in PubChem BioAssay.
